mABHD4 FP: inhibits mouse alpha/beta hydrolase domain 4; inhibition, % at 8.92 µM; purified mABHD4, FP-Rh probe fluorescence polarization; 370,000 tested, 0.54% active;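 active means inhibition exceeding the mean over every tested compound plus 3 SD, cut at about 30% in these data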;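 further: 0% = plate median of compound wells and 100% = S159A mutant with DMSO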
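Assay system: Wild-type mouse ABHD4 protein | Medium: HEPES pH 7.0 buffer, 150 mM NaCl, 0.01% Pluronic F-127 | Incubation: Enzyme–compound pre-incubation 45 min, then probe 60 min, both 25 °C | Technique: Fluorescence polarization with parallel and perpendicular emission, 525/598 nm | Evaluation: % inhibition of FP-Rh probe binding versus controls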
ASAP1 inh: ASAP1 ArfGAP inhibition. ASAP1-stimulated ARF1 GTP hydrolysis, GDP FP detection. 360,000 tested, 0.19% active. inhibition, % at 16.5 µM; in the data active means inhibition above about 25%;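 further: 0% = vehicle with enzyme and substrate and 100% = no enzyme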
ARFGAP1 inh: inhibits rat ARF GTPase activating protein 1; Arfgap1-stimulated ARF1 GTP hydrolysis, GDP FP detection; inhibition, % at 16.5 µM; 360,000 tested, 0.26% active;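 active means inhibition above a per-plate limit, mean inhibition of low control wells plus 3 SD, cut at about 25% in these data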;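 further: 0% = DMSO wells with enzyme and 100% = wells lacking Arfgap1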
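Material: rat Arfgap1 GAP domain (His6, aa 1-136), purified enzyme. Also added: human ARF1(Δ1-17)-GTP substrate. Compound dosing: 16.5 µM single point, 1.26% DMSO. Timing: enzyme reaction 120 min at 25 °C after 20 min preincubation. Signal: GDP detection by fluorescence polarization. Read-out basis: percent inhibition of GAP-stimulated GDP formation, scaled between DMSO and no-Arfgap1 medians.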
NPR1 activator: GC-A (human) enzyme activation. 370,000 tested, 0.14% active. P16066. activation, % at 10 µM. HEK293 GC-A cells, cGMP TR-FRET, EC30 ANP; 0% at EC30 ANP, 100% saturating ANP; in the data active means activation above about 40%
rCAG binder: binds r(CAG) RNA repeats; r(CAG) RNA repeat, TO-PRO-1 dye displacement fluorescence; inhibition, % at 3 µM; AID 651821; 370,000 tested, 1.3% active;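 active means inhibition above the plate cutoff, the mean of all test compounds on that plate plus 3 SD, cut at about 35% in these data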;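 further: 0% = DMSO alone and 100% = 100 µM mitoxantrone as full dye displacement; higher means more dye released from RNA so lower well fluorescence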
NR1D1 modulator: modulators of human Rev-erb alpha DNA binding. P20393. Rev-erbα–FITC-DNA binding, fluorescence polarization, 90 min. activity, % at 10 µM. 370,000 tested, 0.79% active;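 active means activity above about 14%, limit read from the data; passing the limit was not always enough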;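 further: 0% = DMSO wells with 35 nM protein and 100% = DMSO wells with 750 nM protein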
SMARCA2 activ: activators of SMARCA2 function | activation, % at 9.1 µM | AID 652017 | 370,000 tested, 1% active | MG213 cells, MMTV-luciferase reporter, dexamethasone, overnight; in the data active means activation above about 7.8%;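 further: 0% = vehicle wells and 100% = reference activator wells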
HTRA1 inh: blocks human HTRA1 serine peptidase | recombinant HTRA1, FP-rhodamine activity-based probe, fluorescence polarization | inhibition, % at 5.96 µM | 340,000 tested, 0.5% active | AID 504803; in the data active means inhibition above about 36%;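 further: 0% = enzyme with DMSO and 100% = wells lacking enzyme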
GC-B act: GC-B (human) receptor activation | HEK293-GC-B cells, CNP EC30, cGMP TR-FRET; 0% at EC30 CNP, 100% saturating CNP | activation, % at 10 µM | 370,000 tested, 0.11% active;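 active means activation at 10 µM reaching about 35% in either raw or pattern-adjusted values, limit read from the data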
Target sequence (P20594 whole entry, looked up): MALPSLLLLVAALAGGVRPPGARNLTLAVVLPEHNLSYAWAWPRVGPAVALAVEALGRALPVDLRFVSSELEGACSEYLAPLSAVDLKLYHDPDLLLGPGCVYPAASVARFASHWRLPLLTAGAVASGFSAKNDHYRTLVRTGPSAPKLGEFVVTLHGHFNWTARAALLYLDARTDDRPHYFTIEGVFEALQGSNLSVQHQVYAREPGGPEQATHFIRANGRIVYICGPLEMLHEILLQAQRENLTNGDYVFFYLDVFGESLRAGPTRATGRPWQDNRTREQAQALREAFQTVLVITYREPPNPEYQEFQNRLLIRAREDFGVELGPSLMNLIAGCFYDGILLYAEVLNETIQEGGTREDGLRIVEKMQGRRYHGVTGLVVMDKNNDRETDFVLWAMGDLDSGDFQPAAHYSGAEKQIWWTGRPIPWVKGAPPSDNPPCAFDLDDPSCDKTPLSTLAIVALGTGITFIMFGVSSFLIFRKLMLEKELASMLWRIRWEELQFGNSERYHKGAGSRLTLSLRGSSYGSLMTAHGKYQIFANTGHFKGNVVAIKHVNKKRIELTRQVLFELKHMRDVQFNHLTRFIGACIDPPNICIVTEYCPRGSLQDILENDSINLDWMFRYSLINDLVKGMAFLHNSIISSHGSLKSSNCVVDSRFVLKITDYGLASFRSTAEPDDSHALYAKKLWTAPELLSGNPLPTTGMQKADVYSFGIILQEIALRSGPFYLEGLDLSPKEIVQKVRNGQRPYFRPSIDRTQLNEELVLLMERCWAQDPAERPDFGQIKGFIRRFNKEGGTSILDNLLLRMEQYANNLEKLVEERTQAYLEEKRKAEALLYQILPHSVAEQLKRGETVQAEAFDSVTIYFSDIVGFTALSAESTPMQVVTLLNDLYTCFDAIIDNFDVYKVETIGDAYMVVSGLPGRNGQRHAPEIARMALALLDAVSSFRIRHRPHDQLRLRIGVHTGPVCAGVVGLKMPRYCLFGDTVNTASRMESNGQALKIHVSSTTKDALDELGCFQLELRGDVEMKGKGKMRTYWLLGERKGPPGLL
PG9 binder: binds the HIV-1 gp120 antibody PG9. TR-FRET gp120-PG9 antibody binding. inhibition, % at 6.7 µM. 360,000 tested, 0.43% active; in the data active means inhibition above about 8.5%
* = called active by the depositor; . = not tested or not shown.

SMILES,ARFGAP1 inh,GC-B act,rCAG binder,HTRA1 inh,mABHD4 FP,SMARCA2 activ,NR1D1 modulator,NPR1 activator,ASAP1 inh,PG9 binder
COc1cc(Cl)cc(C=O)c1OCC(=O)O,-18,2,1,5,7,-2,-7,0,-7,-0.5
CCOC(=O)C1OC2(CCCC2)OC1C(=O)OCC (stereo unspecified),4,1,0,-5,0,1,1,-1,1,-0.8
COc1ccc(CN(C(=O)c2cccs2)c2nccs2)cc1OC,1,-5,4,-11,-6,1,-4,-2,-1,1.4
COc1ccc(CNC(=O)c2nc(S(=O)(=O)Cc3ccccc3)ncc2Cl)cc1,6,18,-3,-1,-5,-13,-3,26,-4,1.2
COc1cc(/C=C/C2=NNC(=O)CC2)cc(OC)c1OC,8,-3,2,13,0,0,-6,1,-18,-4.0
Cc1ccc(C(=O)OCC(=O)NC2CCCc3ccccc32)o1 (stereo unspecified),-9,-3,3,-1,-4,-1,1,1,8,0.7
Cc1ccc(/C=C/C(=O)OCC(=O)NCCc2ccc(S(N)(=O)=O)cc2)o1,8,9,4,1,1,4,-9,-3,6,-1.9
Cc1ccc2c(C)nc(Nc3nc(CSc4nnc(C)s4)cc(=O)[nH]3)nc2c1,13,28,22,-4,1,-5,0,23,2,-0.5
Cc1ccc2nc(-c3ccc(Br)cc3)cc(C(=O)NCC3CCCO3)c2c1 (stereo unspecified),-14,-5,3,-2,-3,-4,16,13,6,-2.0
COc1ccc(-c2cc(C(=O)NCCCN3CCOCC3)no2)cc1,0,6,-2,-4,-2,-6,6,0,-1,-1.3
CCOc1ccc2[nH]c(=O)c(CN(Cc3ccc(F)cc3)C(=O)c3ccco3)cc2c1,-11,-14,1,-18,0,-4,3,-5,0,-0.1
O=S(=O)(c1ccc2ccccc2c1)N1CCN(C2CCN(Cc3ccccc3)CC2)CC1,15,-2,-8,-7,5,-2,-6,0,1,0.7
Cc1c(NS(=O)(=O)c2ccccc2)c(=O)n(-c2ccccc2)n1C,4,0,0,6,-4,2,4,6,-8,-2.1
Cc1nc(-c2noc(-c3cccc(Cl)c3)n2)c(C(F)(F)F)o1,-6,-3,0,-7,-7,3,0,-1,4,-1.4
O=C(NC(=O)N1CCN(c2ccc([N+](=O)[O-])cn2)CC1)c1ccccc1F,-3,0,1,.,3,-1,1,-1,-11,-0.7
COCCCNC(=O)CSc1nc2c(sc3ccccc32)c(=O)n1CCCC(=O)NCC1CCCO1 (stereo unspecified),5,0,-5,-2,3,0,3,-1,-7,0.1
CC(=O)N1CCc2cc(S(=O)(=O)NC(Cc3ccccc3)C(=O)O)ccc21 (stereo unspecified),-1,-2,0,10,-1,-2,-4,2,-18,-1.7
CCCNS(=O)(=O)c1ccc(OCC(=O)N(C)Cc2ccccc2)cc1,-6,0,16,-3,-1,2,9,3,6,-2.4
O=C(COC(=O)C1CCN(/C=C/C(=O)C(F)(F)F)CC1)Nc1ccccc1,3,-2,-4,-1,-1,-2,6,-1,7,-0.3
COC(=O)C[C@H]1CC[C@H]2[C@H](COc3ccc(NS(=O)(=O)c4cccc(F)c4)cc3C(=O)N2C)O1,.,5,5,.,9,-4,1,-1,.,.
CN1C[C@@H]2[C@@H]3C(=O)N(C)C(=O)[C@@H]3[C@](C)(C1=O)N2C(=O)c1ccc(F)cc1,-3,0,-1,-2,5,1,-1,4,-6,1.0
COCCNc1nnc(SCC(=O)c2cc(C)n(C3CC3)c2C)s1,18,3,1,10,5,-1,-5,2,-18,-0.9
O=C(NC(=S)Nn1cnnc1)c1ccccc1,5,11,2,-7,2,2,-1,1,-9,-1.1
Cc1ccc2cc(CCNC(=O)CCCc3ccccc3)c(=O)[nH]c2c1C,9,-8,-4,9,5,-1,3,-2,6,8.2
COc1cc2c(cc1OC)C(c1cccc(F)c1)CC(=O)N2 (stereo unspecified),4,0,0,5,0,0,-4,-11,2,-0.7
Cc1cccc(C(C)C)c1NC(=O)COC(=O)CN1C(=O)C2CC=CCC2C1=O (stereo unspecified),18,0,-1,-2,6,-3,3,1,12,1.4
COCCn1c(N)c(N(Cc2ccccc2)C(=O)c2oc3ccccc3c2C)c(=O)[nH]c1=O,-8,7,-1,0,-5,-1,-1,5,-3,1.1
COCCNC(=O)C(c1cccc(OC)c1)N(C(=O)Cn1nnc2ccccc21)c1cccnc1 (stereo unspecified),-6,3,-3,-5,0,-1,-4,-3,7,-0.9
N#CCC(=N)N1CCN(c2ccc(F)cc2)CC1,-6,3,3,-3,0,-5,6,-6,5,0.4
CCC(C)NC(=O)CSc1nnc(-c2ccoc2C)n1CC1CCCO1 (stereo unspecified),-2,1,-2,4,0,7,-8,0,-16,-1.2
CNS(=O)(=O)c1cccc(C(=O)OCC(=O)c2ccc3c(c2)OCCO3)c1,8,2,5,-2,-4,1,4,-1,4,-3.8
CN(CC(=O)Nc1cccc(F)c1)C(=O)/C=C/c1cn(Cc2ccccc2)nc1-c1cccnc1,9,-1,-1,-21,-7,2,0,-3,-4,-2.8
CC1(C)CC(NC(=O)COc2ccc(Cl)cc2Cl)CC(C)(C)N1,-6,4,3,-5,-3,-1,1,-6,-8,-0.6
CCc1ccc(C(=O)NNc2ccc(F)cc2)cc1,5,-1,-2,-2,-1,-4,-1,0,-12,1.0
CCN1CCc2c(sc(NC(=S)NC(=O)c3ccco3)c2C(N)=O)C1,6,0,-1,.,-2,9.8*,-6,2,4,-3.3
Nc1nnc(SC2CC(=O)N(c3ccccc3)C2=O)s1 (stereo unspecified),-2,3,1,-1,5,-5,-2,-2,3,2.1
O=C(c1cc(Cl)nc2ccccc12)N1CCCCC1,-1,0,1,-7,7,0,-2,-3,-4,-0.3
O=C(c1cccc(F)c1)N1CCCC(C(=O)N2CCCCCC2)C1 (stereo unspecified),5,3,-5,0,-3,2,-3,2,5,-0.8
COc1ccc2c(c1)C(C)=CC(C)(C)N2C(=O)CNCc1ccc2c(c1)OCO2,-1,-20,-10,0,16,-2,-1,-34,1,-0.3
O=C(NNc1ccccc1C(F)(F)F)c1cccs1,2,-1,-1,-2,-4,3,6,1,-16,-2.7

Exported as labelled records: entries from further up
CNS(=O)(=O)c1cccc(C(=O)OCC(=O)c2ccc3c(c2)OCCO3)c1
  ARFGAP1 inh = 8 | GC-B act = 2 | rCAG binder = 5 | HTRA1 inh = -2 | mABHD4 FP = -4 | SMARCA2 activ = 1 | NR1D1 modulator = 4 | NPR1 activator = -1 | ASAP1 inh = 4 | PG9 binder = -3.8

CN(CC(=O)Nc1cccc(F)c1)C(=O)/C=C/c1cn(Cc2ccccc2)nc1-c1cccnc1
  ARFGAP1 inh = 9 | GC-B act = -1 | rCAG binder = -1 | HTRA1 inh = -21 | mABHD4 FP = -7 | SMARCA2 activ = 2 | NR1D1 modulator = 0 | NPR1 activator = -3 | ASAP1 inh = -4 | PG9 binder = -2.8

CC1(C)CC(NC(=O)COc2ccc(Cl)cc2Cl)CC(C)(C)N1
  ARFGAP1 inh = -6 | GC-B act = 4 | rCAG binder = 3 | HTRA1 inh = -5 | mABHD4 FP = -3 | SMARCA2 activ = -1 | NR1D1 modulator = 1 | NPR1 activator = -6 | ASAP1 inh = -8 | PG9 binder = -0.6

(list continues)
SMILES,ARFGAP1 inh,GC-B act,rCAG binder,HTRA1 inh,mABHD4 FP,SMARCA2 activ,NR1D1 modulator,NPR1 activator,ASAP1 inh,PG9 binder
COc1cccc(N=Nc2ccc(O)c3ncccc23)c1,7,1,18,76*,43*,3,5,3,-3,-5.1
O=C(CSc1ccccc1)N1CCN(c2ccccc2)CC1,-5,4,-7,-3,-1,2,-1,-3,3,0.5
O=C(c1cccs1)N(CCN1CCCCC1)CC1CCCN(C2CCCC2)C1 (stereo unspecified),8,2,-4,0,2,2,2,2,-12,0.2
O=C(Nc1ccc(C(F)(F)F)cc1)OC1CCC12CCCCC2 (stereo unspecified),.,4,2,.,-4,0,3,3,.,.
Cc1cc(N2O[C@H]3C=C[C@@H]2C3)no1,13,1,3,5,-6,-2,2,2,-10,0.6
CCOCCCNC(=O)c1ccc2c(c1)ncn2-c1ccccc1OC,3,4,-7,3,3,-3,0,0,1,-0.8
Cn1c(CNC(=O)c2cccs2)nnc1SCC(=O)Nc1ccc(Cl)cc1,8,-3,0,-1,0,-3,4,-4,0,-1.4
CCN1CCN(C(=S)Nc2cccc(C(F)(F)F)c2)CC1,-2,4,-1,-2,-3,2,-8,-1,8,-2.5
CCc1ccccc1NC(=O)C1=CC(c2cccs2)=NS(=O)(=O)N1C,-4,3,5,-6,-5,-1,0,-2,-2,-0.7
C=CCN1/C(=C(\C#N)C2=NS(=O)(=O)c3ccccc32)N(C)c2ccccc21,3,1,3,4,1,3,-6,3,-3,-1.1
O=S(=O)(c1cnc(Cl)c(Br)c1)N1CCCCCC1,3,-1,0,5,2,2,0,-2,0,-0.6
CSc1nc2[nH]ncc2c(=O)n1-c1ccccc1,1,5,2,3,13,-4,0,5,-1,-0.6
N#CCCn1c(-c2nonc2NC(=O)c2ccccc2Cl)nc2ccccc21,7,-11,2,0,5,0,77*,27,21,-1.9
O=C(N/N=C/c1cccc2cccnc12)c1ccccc1O,5,-1,5,9,13,-6,2,11,1,0.1
O=C1/C(=C/c2cccnc2)SC(=S)N1Nc1ccccc1,-6,2,0,.,-3,0,-3,8,-1,-0.5
C=CCn1c(=O)c2c(nc3n2CCCN3Cc2ccccc2)n(C)c1=O,-5,-3,-6,2,-1,4,-1,3,7,-2.8
COc1ccc(-c2csc(NC(=O)c3nc(-c4ccccc4)oc3C)n2)cc1,11,1,4,-7,1,1,8,-4,-3,-0.5
CC1CCCCN1C(=O)CCS(=O)(=O)Cc1ccccc1 (stereo unspecified),10,2,0,-2,2,-2,0,1,4,2.5
CN(Cc1ccc(F)cc1)C(=O)c1ccc(NC(=O)CC2SC(N3CCCC3)=NC2=O)cc1 (stereo unspecified),3,2,0,-8,3,-2,-6,-2,-4,0.1
Cn1c(=O)c2c(ncn2CC(=O)OCC(=O)Nc2ccccc2)n(C)c1=O,1,-6,0,-1,0,-3,-7,-3,8,0.3
CC(NC(=S)Nc1c(Br)cccc1OC(F)F)C(C)(C)C (stereo unspecified),10,1,-7,-8,-3,0,-3,-2,2,-2.0
Cc1cc(C(=O)NCCN2CCN(c3cccc(Cl)c3)CC2)n(-c2ccccc2)n1,-8,3,1,-2,3,-4,-4,-8,11,-0.4
CCOC(=O)n1c(=O)n(Cc2cccc(C)c2)c2ccccc21,1,6,-3,-14,2,-2,1,-2,-10,-0.6
O=C1CSc2ccc(C(=O)Nc3cccc(S(=O)(=O)Nc4ccc(Br)cc4)c3)cc2N1,33*,-2,39*,-160,-211,-4,-5,-7,15,3.5
O=C(CCCc1c[nH]c2ccccc12)Nc1ccc2ccccc2c1,12,6,9,-16,-7,0,-4,-1,5,0.6
Brc1cnc(OCc2ccccc2)nc1OCc1ccccc1,-1,-2,-1,-2,-4,-2,-3,-7,-6,-1.3
CC1(C)CC(=O)C=C(NCCN2CCN(C(=O)Nc3ccc(Cl)c(Cl)c3)CC2)C1,20,0,-3,-10,-7,-1,2,1,-1,-3.1
CC1(C(=O)OCC(=O)Nc2nc(-c3ccc(F)c(F)c3)cs2)CC1(Cl)Cl (stereo unspecified),-2,-4,0,-15,-21,-4,3,13,5,-1.7

Compound activity deposited in PubChem BioAssay by several laboratories.

An unsorted share of the library (roughly 4.4% active in at least one column).
